SENP8 block – human SENP8 protease inhibitors, primary screen, biochemical, fluorescence, Nedd8 protein substrate, uHTS; Sentrin-specific protease 8 (Homo sapiens), Q96LD8; recombinant SENP8; inhibition, % at 20 µM; 360,000 compounds, 0.64% hits; AID 602440, 2012; in the data active = inhibition mostly above about 40%, no sharp cut-off; inactive = mostly below about 27%
Target sequence (Q96LD8 whole entry, looked up): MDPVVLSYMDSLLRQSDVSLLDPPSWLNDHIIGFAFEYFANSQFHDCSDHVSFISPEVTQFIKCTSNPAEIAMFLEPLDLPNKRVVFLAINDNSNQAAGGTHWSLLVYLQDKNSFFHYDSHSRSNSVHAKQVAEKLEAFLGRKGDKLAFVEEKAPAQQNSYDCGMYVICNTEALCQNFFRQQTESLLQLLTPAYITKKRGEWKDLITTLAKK
SENP1 FRET inh – human SENP1 catalytic domain inhibitors, primary screen, biochemical, FRET, uHTS. Sentrin-specific protease 1 (Homo sapiens), Q9P0U3. recombinant SENP1 catalytic domain, CyPet-SUMO1-YPet FRET cleavage. inhibition, % at 10 µM. 360,000 compounds, 0.21% hits. AID 624204, 2012;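 active = inhibition at least 30% at 10 µM, raw YFP signal under a set limit, fluorescence ratio 0.5 to 1.5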;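 note: 0% = enzyme with DMSO and 100% = no enzyme wells; some results filed as inactive read as strong as hits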
Target sequence (Q9P0U3 419-644 limits assumed): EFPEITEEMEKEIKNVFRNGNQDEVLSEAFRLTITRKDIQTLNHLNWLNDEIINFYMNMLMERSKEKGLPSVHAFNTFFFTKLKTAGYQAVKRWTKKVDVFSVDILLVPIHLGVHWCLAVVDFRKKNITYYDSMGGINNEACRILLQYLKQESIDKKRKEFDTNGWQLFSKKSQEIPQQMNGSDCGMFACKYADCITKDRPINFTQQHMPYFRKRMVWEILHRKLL
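Test system: recombinant human SENP1 catalytic domain, His6-tagged / Medium: pH 8 Tris buffer with EDTA, NaCl, BME, BSA, NP40, catalase / Also added: SUMO1 FRET substrate flanked by Cypet and Ypet, 25 nM / Times: 50 min reaction at room temperature / Signal: FRET, CFP and YFP emission / Control set: no-enzyme low control and enzyme-plus-DMSO high control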
NR3A LBD binder – binders of NR3A ligand-binding domain, primary screen, biophysical, differential scanning fluorimetry, uHTS. NR3A LBD differential scanning fluorimetry, Tm shift; 0% = protein alone, 100% = glycine-bound protein. 340,000 compounds, 2.5% hits. Tm shift relative to glycine control, % at 25 µM. Glutamate receptor ionotropic, NMDA 3A (GRIN3A) ligand-binding domain;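 active = melting temperature shift of at least 10% of the positive control shift, at one fixed dose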
MPTP inh – mitochondrial permeability transition pore inhibitors, primary screen, biochemical, isolated mouse mitochondria, absorbance; 360,000 compounds, 1.4% hits; Ca2+ swelling absorbance, 30 min; inhibition, % at 10 µM;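 active = inhibition of 50% or more, scaled per plate between neutral and stimulator controls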;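 note: 0% = DMSO wells given calcium and 100% = 1 mM EGTA wells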
PfG6PD inh – PfG6PD enzyme inhibitors, primary screen, biochemical, fluorescence intensity, uHTS. glucose-6-phosphate dehydrogenase-6-phosphogluconolactonase (Plasmodium falciparum 3D7). PfGluPho enzyme, NADPH resazurin-diaphorase fluorescence. inhibition, % at 20 µM. 350,000 compounds, 0.78% hits;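 active = inhibition reaching at least a set limit at 20 µM in the primary screen, cut at about 59% in these data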;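 note: 0% = DMSO wells with substrate and 100% = DMSO wells lacking glucose-6-phosphate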
SENP6 inh – SENP6 protease inhibitors, primary screen, biochemical, luminescence, uHTS; Sentrin-specific protease 6 (Homo sapiens), Q9GZR1; Recombinant SENP6 catalytic domain, aminoluciferin luminescence; 330,000 compounds, 1.8% hits; inhibition, % at 10 µM;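 active = inhibition above about 50% at the single tested dose, limit read from the data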;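 note: plate controls were DMSO wells with enzyme for no effect and DMSO wells lacking enzyme for full effect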
ATG4B inhibitor – ATG4B protease inhibitors, primary screen, biochemical, fluorescence, uHTS. Cysteine protease ATG4B (Homo sapiens), Q9Y4P1. ATG4B cleavage of LC3-PLA2, NBD-HPC fluorescence, 1 h. inhibition, % at 8.33 µM. 340,000 compounds, 0.51% hits. AID 504462, 2011; in the data active = inhibition above about 40%
hIAP activ – human IAP activators, primary screen, biochemical, luminescence, uHTS. Intestinal-type alkaline phosphatase (Homo sapiens), P09923. purified human IAP, CDP-Star luminescence, 30 min; hits give high values; 1 = vehicle-only enzyme, 0 = enzyme-free background. activation factor at 10 µM. 330,000 compounds, 0.16% hits. AID 2524, 2010;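 active = activation factor of the enzyme at least 2-fold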; note: the source names both 10 and 20 µM as test concentration; values of inactives mirror those of a sister screen read the other way
Target sequence (P09923 whole entry, looked up): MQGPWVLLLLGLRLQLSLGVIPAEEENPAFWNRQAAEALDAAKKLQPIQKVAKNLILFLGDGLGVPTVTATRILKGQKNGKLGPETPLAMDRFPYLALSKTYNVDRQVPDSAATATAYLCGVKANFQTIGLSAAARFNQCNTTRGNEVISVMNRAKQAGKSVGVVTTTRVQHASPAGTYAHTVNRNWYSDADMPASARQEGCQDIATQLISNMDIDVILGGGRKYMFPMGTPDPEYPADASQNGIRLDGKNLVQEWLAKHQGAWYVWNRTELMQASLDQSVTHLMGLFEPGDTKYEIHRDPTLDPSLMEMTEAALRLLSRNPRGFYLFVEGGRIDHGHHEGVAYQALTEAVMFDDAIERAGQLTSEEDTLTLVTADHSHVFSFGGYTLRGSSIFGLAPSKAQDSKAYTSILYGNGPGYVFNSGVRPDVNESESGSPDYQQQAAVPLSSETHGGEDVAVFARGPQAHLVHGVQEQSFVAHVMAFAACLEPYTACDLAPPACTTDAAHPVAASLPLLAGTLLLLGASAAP
An asterisk follows results filed as active; x = no result given; & = joins results of further samples. Rows are unselected. Share with any hit: about 6.7%.

SMILES	SENP8 block	SENP1 FRET inh	NR3A LBD binder	MPTP inh	PfG6PD inh	SENP6 inh	ATG4B inhibitor	hIAP activ
O=C(NCc1ccco1)C1CC(c2ccc(Cl)c(Cl)c2)=NO1 (configuration not stated)	4	2	2	-0.8	5	-24	-5	0.96
O=S(=O)(Nc1cccnc1)c1cc(Cl)ccc1Cl	18	2	3	1.3	-7	-9	-1	1.1
CC(=O)NC(c1ccco1)c1ccc2cccnc2c1O (configuration not stated)	29	-1	0	-2.6	-22	12	-3	1.3
CCOc1ccccc1-c1cc(-c2ccccc2)nc2c1c(=O)n(C)c(=O)n2C	-4	2	2	3.1	-32	2	9	0.96
O=C1CN(C(=O)CNCc2ccccc2Cl)c2ccccc2N1	3	-3	1	1.6	-3	-26	-5	0.98
Cc1ccc(N2CC(C(=O)Nc3ccc(S(=O)(=O)NCC4CCCO4)cc3)CC2=O)cc1C (configuration not stated)	12	-1	-1	1.1	-2	-15	-10	0.88
Cc1cc(C(=O)NNC(=O)CN2C(=O)NC3(CCCCC3)C2=O)c(C)o1	23	2	0	-0.4	-15	-20	-2	1.1
Cc1ccc(S(=O)(=O)N(Cc2cccc(F)c2)C(=O)N2CCN(C)CC2)cc1	14	0	-2	-0.3	6	-5	-4	0.92
CC(C)c1ccc(NC2CCCN(C(=O)c3ccnn3C)C2)cc1 (configuration not stated)	8	0	-1	1.3	9	-16	2	1
COCC(=O)c1[nH]c2ccccc2c1C	-20	1	3	1.0	-6	8	-4	1
CCOC(=O)CN1C(=O)S/C(=C/c2cc(C)n(-c3ccccn3)c2C)C1=O	-126	-29	0	-0.1	22	12	-10	0.96
COC(=O)c1[nH]cnc1C(=O)c1ccccc1	54*	1	-1	-11	0	-4	0	1.1
Cc1ccc(C)c(NC(=O)CN2C(=O)NC(CCc3ccccc3)C2=O)c1 (configuration not stated)	0	-2	2	-0.2	-12	-40	2	0.95
NC(=S)NN=C(c1ccc(F)cc1)C1CC1	-6	1	0	2.5	0	x	1	x
O=C(N/N=C/c1ccccc1O)c1cccc2ccccc12	12	0	-5	0.2	-1	10	0	1.7
CCOc1ccc(/C=C2\SC(=O)N(CCNC(=O)C3COc4ccccc4O3)C2=O)cc1OC (configuration not stated)	-100	-140	-3	38	2	-1	-9	0.93
CCCn1c(N2CCN(CC(=O)NCc3cccs3)CC2)nc2ccccc21	27	2	2	-0.7	-3	-14	-5	1
N#Cc1c(-c2ccc(F)cc2)nc2n(c1=O)CCS2	-13	0	0	-0.2	-5	6	-10	1.1
Cc1ccc(NC(=S)NC(=O)c2ccc(Br)o2)c(C)c1	0	-2	9	0.9	12	-5	-3	0.89
Cc1nc2ccccc2c(=O)n1/N=C/c1ccc2ccccc2c1O	17	-33	-10	1.7	10	-16	-7	0.97
COc1ccccc1NC1CCCCC1NS(=O)(=O)c1ccc(C)cc1 (configuration not stated)	2	4	1	-0.6	10	5	11	0.92
CCC(=O)Oc1ccc(C2NC(=O)c3ccccc3O2)cc1OC (configuration not stated)	-24	0	1	0.8	-12	-15	-4	1
Cn1cnc(C(=O)N2CCc3ccccc3C2)c1C(=O)N1CCc2ccccc2C1	21	1	2	-0.5	14	-3	8	0.85
O=C(Nc1c2c(nc3ccccc13)CCCC2)c1ccccc1Br	1	1	0	-0.6	9	-8	-12	1.3
CC(Sc1nnnn1C1CC1)C(=O)N1CC(=O)Nc2ccccc21 (configuration not stated)	-5	-3	3	-0.2	16	-7	-7	1.1
O=C(CCS(=O)(=O)c1ccccc1)Nc1ccc2c(c1)C(=O)NC2=O	-427	-3	-2	-0.9	8	-3	3	1.2
N#CCCn1cc(/C=C(\C#N)c2nc3ccccc3s2)c(-c2ccc(F)cc2)n1	-34	-52	-9	0.7	0	-16	-13	1
CC(=O)NC1CC2CCCC(C1)N2C(=O)Nc1cccc(C(C)=O)c1 (configuration not stated)	2	2	-2	0.3	-10	x	3	x
Cc1noc(/C=C/c2nn(C)cc2Cl)c1[N+](=O)[O-]	16	2	1	0.4	5	-13	-6	1.1
O=C(CCC(=O)N1CCCCC1)Nc1ccc(Cl)c(Cl)c1	8	3	-1	-0.2	20	-13	5	1.1
CN1CCN(C(=O)c2ccc(-c3ccc(Br)cc3)o2)CC1	5	1	1	-1.7	8	-24	-14	1.1
COc1cccc(Oc2ccc(C(F)(F)F)cc2NC(=O)c2cccc(F)c2)c1	25	1	-9	18	8	8	21	0.93
Nc1ccc2c(c1)C(=O)c1cc(Cl)c(Cl)cc1-2	20	1	41*	2.1	-4	x	-1	x
CCOC(=O)c1[nH]c(C)c(C(=O)Nc2cc(Cl)ccc2C)c1C	6	-3	0	-0.6	7	2	-11	0.93
Cc1cc(OCC(O)CN2CCN(C)CC2)ccc1C(C)C (configuration not stated)	3&15	0&0	0&-1	-0.7&2.2	7&13	-11	-7&5	0.94
COc1cc(CN2CCCC(CO)(Cc3ccccc3)C2)ccc1O (configuration not stated)	10	-6	1	0.9	-14	1	4	1.2
COCCCNC(=O)C(C)N1c2cccc3cccc(c23)S1(=O)=O (configuration not stated)	-315	1	-2	-0.6	6	12	1	1.2
Cc1nn(CC#N)c(=O)n1-c1ccc(Cl)cc1	6	-1	1	-0.9	-10	0	-8	0.97
CCC(=O)Nc1nc2c(OC)ccc(OC)c2s1	-24	3	-1	0.2	23	-4	-9	0.97
Cc1nc2cc(NC(=O)Nc3ccccc3Cl)ccc2n1C	6	1	1	-0.1	-3	88*	-8	1.2
O=C(OC(C(=O)NCc1ccc2c(c1)OCO2)c1ccncc1)c1ccc(Cl)nc1 (configuration not stated)	15	7	-1	-0.8	-10	12	0	1.1
O=C1N(c2ccccc2C(F)(F)F)OC1(Cc1ccccc1)c1ccccc1 (configuration not stated)	-11	2	-3	1.6	3	-19	0	0.99
NC(=O)C1(Nc2ccc(-c3ccccc3)cc2)CCCC1	-24	2	2	-0.7	-12	x	-2	x
CC(Sc1ccc(Cl)cc1)C(=O)NCc1ccc2c(c1)OCO2 (configuration not stated)	14	1	0	-6.4	-11	-19	-5	1.1
CCOc1ccc(S(=O)(=O)N2CCCCC2)cc1NC(=O)CN1C(=O)NC(C)(c2ccccc2)C1=O (configuration not stated)	-4	0	2	1.0	12	3	-14	1.1

Entries of single compounds from above.
NC(=O)C1(Nc2ccc(-c3ccccc3)cc2)CCCC1 in the list: SENP8 block: -24; SENP1 FRET inh: 2; NR3A LBD binder: 2; MPTP inh: -0.7; PfG6PD inh: -12; SENP6 inh: x; ATG4B inhibitor: -2; hIAP activ: x
O=C1N(c2ccccc2C(F)(F)F)OC1(Cc1ccccc1)c1ccccc1 (configuration not stated) in the list: SENP8 block: -11; SENP1 FRET inh: 2; NR3A LBD binder: -3; MPTP inh: 1.6; PfG6PD inh: 3; SENP6 inh: -19; ATG4B inhibitor: 0; hIAP activ: 0.99

Next records:
SMILES	SENP8 block	SENP1 FRET inh	NR3A LBD binder	MPTP inh	PfG6PD inh	SENP6 inh	ATG4B inhibitor	hIAP activ
COC(=O)N1[C@H](C)C=C[C@]1(Cc1ccccc1)C(=O)NCCCNc1ncc(C(F)(F)F)cc1Cl	16	0	-4	-2.4	11	-16	-3	1.2
COc1ccc(Cl)cc1C(=O)Nc1ccc2nc3n(c(=O)c2c1)CCCC3	-3	-2	-1	1.4	-17	-34	1	1.2
O=C(/C=C/c1cccs1)c1cc(F)ccc1OC(=O)N1CCOCC1	28	2	-1	-0.2	-4	-11	-2	1
COc1cccc(CNC(=O)CSc2nc3c(oc4ccccc43)c(=O)n2CC2CCCO2)c1 (configuration not stated)	2	0	1	-0.7	37	-2	-4	1.1
COc1cc(-c2nc3n(n2)C(c2ccncc2)C(C(N)=O)=C(C)N3)cc(OC)c1OC (configuration not stated)	15	0	-1	-1.0	2	3	-4	1
c1ccc2c(c1)OCCOCCOc1ccccc1OCCOCCO2	14	2	-3	0.6	1	4	2	1.1
COc1ccc(NC(=S)Nc2cccc3cnccc23)cc1	-31	-4	-9	2.7	27	88*	3	1
Cc1ccccc1CS(=O)(=O)c1ccc(C(=O)N2CCOCC2)cc1[N+](=O)[O-]	12	0	0	2.7	-18	7	0	0.97
CC1CCN(C(=O)CSc2nnc(-c3cc4ccccc4cc3O)n2Cc2ccco2)CC1	18	2	-4	0.2	13	1	-11	0.9
Cc1nn(-c2ccccc2)c(Cl)c1C(=O)N1CCN(c2ncnc3c2cnn3-c2ccccc2)CC1	6	2	-1	21	-11	-15	-9	1.1
O=C1C(Cl)=C(N2CCC(C(=O)O)CC2)C(=O)c2ccccc21	-30	-4	2	0.8	43	63*	-6	0.83
Cc1ccc(N(CC(=O)NCC2CCCO2)C(=O)CCC(=O)Nc2ccccn2)cc1 (configuration not stated)	7	1	-3	-0.6	7	1	-7	1
COc1ccc(Cl)cc1C(=O)Nc1ccc(CN2CCCCC2)cc1	9	-2	-2	57*	0	-16	-5	0.98
O=C(NC1(C(F)(F)F)NC(=O)N(CC2CCCCC2)C1=O)c1ccco1 (configuration not stated)	10	-1	-9	-0.8	1	4	-14	1.1
CSc1ccc(S(=O)(=O)Nc2ccccc2C(=O)N2CCOCC2)cc1	-5	2	0	-0.7	-14	10	3	0.85
O=c1c(C(c2ccc(Cl)cc2)c2c(O)nc3n(c2=O)CCS3)c(O)nc2n1CCS2	14	0	1	-2.9	-7	-21	4	1.1
O=C(Nc1ccccc1-c1nnn(CC(=O)N2CCOCC2)n1)c1ccc(F)cc1	21	1	2	0.3	-23	-14	-13	0.98
O=C1C(=O)N(CC2CCCO2)C(c2ccccc2[N+](=O)[O-])/C1=C(/O)c1ccccc1 (configuration not stated)	-28	-31	-1	0.7	-6	12	3	1
COc1ccc(C(CC(=O)N2CCCCC2)c2c(O)cc(OC)cc2OC)cc1 (configuration not stated)	15	2	-1	-1.2	2	-9	-6	1
CC1CCCC(C)N1S(=O)(=O)c1ccc(NC(=O)c2ccccc2C(=O)N2CCOCC2)cc1 (configuration not stated)	4	1	1	-1.3	3	-10	-1	0.87
COc1ccc(C2/C(=C(/O)c3ccc(C)cc3)C(=O)C(=O)N2c2ccccn2)cc1 (configuration not stated)	0	12	-1	1.3	-8	-12	0	1
CCCCCc1cc(=O)[nH]c(=S)[nH]1	11	1	3	1.2	-1	0	-3	1
O=C1OCCC1Sc1nnc(-c2cccc(Br)c2)o1 (configuration not stated)	-8	3	0	1.3	-2	7	-11	1.3
Cn1c(NC(=O)C[n+]2cc(-c3ccc(F)cc3)n3c2CCC3)cc(=O)n(C)c1=O	26	-1	0	0.2	-9	-11	2	0.95
CN(CCc1ccccn1)C(=O)CCNC(=O)Cn1cnc2ccccc2c1=O	19	3	0	-1.4	-16	-15	-5	0.93
CN(Cc1ccc(Cl)cc1Cl)C(=O)c1cc(=O)c2ccccc2o1	6	1	-1	-0.4	3	0	-1	1.1
COc1ccc(N(C(=O)c2cnccn2)C(C(=O)NC2CCCCC2)c2ccc(Cl)cc2)cc1 (configuration not stated)	28	-3	0	-1.6	7	-4	-10	0.88

Screens deposited in PubChem BioAssay by Sanford-Burnham Center for Chemical Genomics.
